SSB-PriA inh – K. pneumoniae PriA-SSBct interaction inhibition; AlphaScreen SSBct-PriA binding, biotinylated peptide; AID 1272365; 0.6% of 430,000 active; inhibition, % at 33 µM; in the data active means inhibition mostly above about 37%, no sharp cut-off; inactive means mostly below about 20%;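 further: plate controls were negative control peptide for no effect and reference peptide for full effect; strong numbers were not always called active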
The depositor's hits bear a star; & = joins results of further samples. Not all compounds are listed; the hit share may differ from the screen's.

SMILES	SSB-PriA inh
O=C(CC1SC(=Nc2ccccc2)N(c2ccccc2)C1=O)Nc1ccc(N2CCOCC2)cc1 (configuration not stated)	4.0
COc1ccc(C(C)=NNC(=O)c2nnn(-c3nonc3N)c2-c2cccs2)cc1	-4.6
N#Cc1ccccc1NC(=O)CC1Sc2ccccc2NC1=O (configuration not stated)	-5.0
CCOc1cc(C=NNc2nc(N3CCCCC3)nc(N3CCCCC3)n2)ccc1OC(=O)c1ccco1	-5.6
COc1cc(S(=O)(=O)NCCCN(C)C)c(OC)cc1Br	-9.0&-8.0
Cc1ccc(Nc2ncnc3nc[nH]c23)cc1	-11.0
CN(C)S(=O)(=O)Oc1ccc(C(=O)c2ccccc2)cc1	-35.0
Nc1ccc2c(c1)C(=O)Nc1cc(Cl)ccc1O2	24.0
Cc1ccc2nc(C3CN(C(=O)C4CC(=O)N(c5ccc(F)cc5)C4)C3)[nH]c2c1 (configuration not stated)	-11.0
CON=CC1C(=O)NN=C1c1ccccc1 (configuration not stated)	1.4
O=C(NCC(c1ccsc1)N1CCOCC1)c1ccc(Cl)cc1Cl (configuration not stated)	17.0
COc1cn(C)c(C(=O)Nc2ccccc2C(C)C)cc1=O	-4.0
c1ccc(-c2cc(-c3ccco3)nc3ccccc23)cc1	-38.0&1.0
C#CCn1c(=NC(=O)c2cccc([N+](=O)[O-])c2)sc2cccc(C)c21	10.0
CCOc1cccc2sc(Nc3nc4ccc5sc(C)nc5c4s3)nc12	-24.0
COc1cc(C(=O)NCCOc2ccc(F)cc2)c([N+](=O)[O-])cc1OC	10.0
Cc1c(Cl)ccc2sc(N3CCN(C(=O)c4coc5ccccc5c4=O)CC3)nc12	-3.0
COc1ccc(-c2csc(CN3CCN(C(=O)Cc4cccc(C)c4)CC3)n2)cc1	-7.0
COc1ccc(S(=O)(=O)Nc2ccc3c(c2)CN(C(=O)C2CC2)CC3)cc1OC	-9.0
CCOc1ccc(OCCNC(=O)c2cccc([N+](=O)[O-])c2C)cc1	-1.0
CCOc1ccc(NS(=O)(=O)N2CCCCC2)cc1	3.0
Cc1ccc2[nH]c3c(c(=O)c2c1)CN(CC(=O)NCc1ccc2c(c1)OCO2)CC3	-13.0
Cn1ccnc1SCC1CCN(C(=O)c2ccc3c(c2)OCO3)CC1	8.0
COc1ccc(OC)c2sc(N(Cc3ccco3)C(=O)c3cc(C)on3)nc12	-19.0
COc1ccc(NC(=O)N2CC(N3C(=O)C4CC=CCC4C3=O)C2)c(OC)c1 (configuration not stated)	5.0
(more compounds)
SMILES	SSB-PriA inh
CCOc1cc(C=NNC(N)=O)cc(Br)c1OCc1ccccc1F	-9.8
CC(C)(C)C(=O)NC(=S)Nc1ncccn1	-4.0
COC(=O)Nc1nc(CC(=O)N2CCC(C(N)=O)CC2)cs1	-7.0
Cc1ccc(C=Nn2c(-c3ccco3)n[nH]c2=S)cc1	9.1
CCOC(=O)c1cc(NC(=O)Nc2ccc(Cl)c(Cl)c2)c(C)nc1C	-9.0
CC1=Nc2ccccc2C1=Cc1c(N)n2c(S(=O)(=O)CC(C)C)nsc2nc1=O	7.9
O=C(O)c1cccc(NN=Cc2cc(Br)cc(Br)c2O)c1	18.6
COc1cc(NC(=O)C2CCCN(c3ccc(-c4ccc(Cl)cc4)nn3)C2)ncn1 (configuration not stated)	-20.0
O=C1CCc2cc(S(=O)(=O)Nc3ccc(Br)cc3F)cc3c2N1CC3	3.0
CCOc1ccc(S(=O)(=O)NCCc2ccccc2)c2ccccc12	-18.0
Cc1nc(-c2ccco2)sc1CNC(=O)NCc1ccc(F)cc1	-5.0
O=C(Cc1cc(=O)[nH]c(SCc2cccc(Cl)c2)n1)NCCc1ccc(F)cc1	-11.0
O=C(c1cnccn1)N1CC(C(=O)N2CCc3ccccc3C2)C1	-6.0
CCn1ccnc1N1CCN(C(=O)c2ccccc2F)CC1	-4.0
Cc1nccn1CCNC(=O)C(=O)Nc1ccc2c(c1)OCO2	-9.0
Cc1ccc(-c2ccc(OCC(=O)NCCC(=O)O)cc2)cc1	-8.0
CC(CC(=O)Nc1ccc2ccccc2c1)=NNC(=O)c1ccc(O)c(O)c1	12.2
CCOc1ccc(CC(=O)Nc2nc(-c3nc4ccccc4s3)cs2)cc1	-12.0&-5.0
COc1ccc(C(=O)NN=c2oc3ccccc3cc2C(N)=O)cc1	-11.0
Cc1cc(C(O)CCNC(=O)c2ccc(S(=O)(=O)N(C)C)cc2)c(C)o1 (configuration not stated)	3.0
CCOc1ccc(-c2ccc3nnc(SCC(=O)Nc4ccc(Cl)c(F)c4)n3n2)cc1	-14.0
COc1ccc(-c2cc(-c3ccc(Cl)cc3)nc(SCC(=O)NCC3CCCO3)c2C#N)cc1 (configuration not stated)	-3.0
Cc1cc(F)ccc1S(=O)(=O)Nc1ccc2c(c1)CN(C(=O)c1ccco1)CC2	-1.0&2.0
COc1ccc(-n2c(SCC(=O)N3CCCC3)nc3cc(C(=O)NCc4ccco4)ccc3c2=O)cc1OC	-11.0
O=C(NCc1ccc(C(O)c2cccs2)s1)C(=O)Nc1cccnc1 (configuration not stated)	-9.0

Some of these compounds in order of molecular weight, high to low:
SMILES	SSB-PriA inh
CC(CC(=O)Nc1ccc2ccccc2c1)=NNC(=O)c1ccc(O)c(O)c1	12.2
CCOc1ccc(S(=O)(=O)NCCc2ccccc2)c2ccccc12	-18.0
Cc1nccn1CCNC(=O)C(=O)Nc1ccc2c(c1)OCO2	-9.0

Remaining list, next part.
SMILES	SSB-PriA inh
Cc1cc(NC(=O)C2CCN(S(=O)(=O)c3ccc(F)cc3)CC2)n(C(C)C)n1	-14.0
COc1ccc(NC(N)=Nc2nc(CSc3nnc(C)s3)cc(=O)[nH]2)cc1	-18.2
CC(=O)Nc1ccc(C=NNc2nncc3ccccc23)cc1	-29.1
O=C(O)c1ccccc1N=NC(=NNc1cc(S(=O)(=O)O)ccc1O)c1ccccc1	33.5
OC(COc1ccc2c(c1)CCC2)CN1CCCC1 (configuration not stated)	4.0
Cc1cc(=O)[nH]c(-n2nc(-c3ccccc3)cc2NC(=O)c2ccccc2S(=O)(=O)C(F)F)n1	-1.0
COCC(=O)N1CCCc2ccc(NS(=O)(=O)c3ccc(C(C)(C)C)cc3)cc21	10.0
O=C(CN(Cc1ccc(Cl)cc1)S(=O)(=O)c1cccnc1)NCCc1ccccc1	1.0
Cn1ccc(C(=O)N(Cc2cccnc2)c2nc3c(F)cc(F)cc3s2)n1	25.0
Cc1ccc(NC(=O)C2CCCCN2S(C)(=O)=O)cc1 (configuration not stated)	-13.0
Cc1ccc(S(=O)(=O)c2nc(S(=O)(=O)C3CCCCC3)sc2NCc2cccnc2)cc1	0.0&11.0
COC(=O)c1sccc1S(=O)(=O)N1CCCN(S(=O)(=O)c2cnn(C)c2)CC1	-10.0
O=S(=O)(NCCC(O)c1ccco1)c1ccccc1Br (configuration not stated)	-12.0
COCCN1CCCc2ccc(NS(=O)(=O)CCc3ccccc3)cc21	34.0*
O=C(O)c1ccc(C=NN2CCN(Cc3cccc4ccccc34)CC2)cc1	4.3
COc1cc(C(=O)N[C@H](c2nc3ccccc3[nH]2)C(C)C)cc(OC)c1OC	-7.0
CCOc1ccc(S(=O)(=O)NCc2cccc(Oc3ccccn3)c2)cc1F	-2.0
CC12CCC3C(CCC4CC(=O)CC43C)C1CCC2O (configuration not stated)	-16.0
CCOC(=O)C=c1sc(=Cc2ccc(C(=O)OC)cc2)c(=O)n1CC(=O)Nc1ccccc1	6.1
CC(CC(=O)Nc1c(C)cc(C)cc1C)=NNC(=O)Cc1ccccc1	-16.8
O=C(CCCS(=O)(=O)Cc1ccccc1)N(Cc1ccccc1)c1nc2ccc(F)cc2s1	-15.0&-2.0
Cc1ccnn1Cc1nnc(SCC(=O)Nc2nccs2)o1	4.0
COc1ccc2[nH]c3c(=O)n(N=C[C@H]4C(C)C=C(C)CC4C)c(=O)[nH]c3c2c1 (some centres not stated)	-3.9
COc1ccc(Cl)cc1C(=O)Nc1ccn2nccc2c1	-11.0
Cc1csc(NC(=O)C2CCN(c3ccc(-c4cccs4)nn3)CC2)n1	11.0

Not a retest: five of the compounds above.
SMILES	SSB-PriA inh
O=C(CCCS(=O)(=O)Cc1ccccc1)N(Cc1ccccc1)c1nc2ccc(F)cc2s1	-15.0&-2.0
Cc1ccnn1Cc1nnc(SCC(=O)Nc2nccs2)o1	4.0
COc1ccc2[nH]c3c(=O)n(N=C[C@H]4C(C)C=C(C)CC4C)c(=O)[nH]c3c2c1 (some centres not stated)	-3.9
COc1ccc(Cl)cc1C(=O)Nc1ccn2nccc2c1	-11.0
Cc1csc(NC(=O)C2CCN(c3ccc(-c4cccs4)nn3)CC2)n1	11.0

Going on with the list:
SMILES	SSB-PriA inh
Cc1cc(C=NNC(=O)c2nn(C)cc2Cl)c(C)n1-c1cccc(Br)c1	9.7
COCc1c(C(=O)Nc2cc(Cl)ccc2Cl)nnn1-c1ccc(Cl)cc1	-20.0
CC(=O)Nc1cccc(NC(=O)C(=O)NCCCc2ccccc2)c1	2.0
Cn1c(SCC(=O)NN=Cc2cccs2)nc2ccccc21	5.1
O=C(NCC1(c2ccsc2)CCCC1)c1ccco1	-16.0
CCOc1cc(C=NNC(=O)c2c(-c3ccccc3)noc2C)ccc1O	-14.4
O=C1CC(c2cccs2)CC(=O)N1	-9.0
OC(c1ccccc1)c1ccccn1 (configuration not stated)	6.0
Cc1ccc(C)c(-c2cc3c(N4CCC(C(=O)Nc5ccc(C(C)C)cc5)CC4)nccn3n2)c1	4.0
CN(C1CCCCC1)S(=O)(=O)c1ccc(C(=O)Nc2ccc(Cl)c3ncsc23)cc1	-1.0
NC(CCCCNC(=O)c1ccccc1)C(=O)O (configuration not stated)	5.0
CC(CC1CC(C)OC1=O)=NNC(N)=S (configuration not stated)	-3.2
O=C(CCCSc1ccc(NC(=O)c2ccc(F)cc2)nn1)NCc1ccco1	-24.0
CCOc1cc(Nc2ccc(NC(=O)CC)cc2)nc(C)n1	2.0
COc1ccc(Cl)cc1NC(=O)N1CCN(Cc2nc(-c3cccs3)cs2)CC1	11.0
O=C(c1ccco1)N1CCc2ccc(NS(=O)(=O)C3CCCCC3)cc21	7.0
CCCOc1ccnc2c1c(=O)n(CC(=O)NC1CCCC1)c(=O)n2C	2.0
O=C(NCCc1c[nH]c2ccc(Cl)cc12)c1cn[nH]n1	-20.0
COCCn1c(NS(=O)(=O)c2ccc(C)cc2)c(S(=O)(=O)c2ccc(C)cc2)c2nc3ccccc3nc21	63.0*
COC(=O)CSC1CCN(C(=O)c2ccc(F)cc2Cl)C1 (configuration not stated)	-5.0
COc1ccc(NC(=O)CSc2nc3c(c(=O)[nH]2)CN(Cc2ccccc2)CC3)cc1OC	-2.0
COc1ccc(CN(CC(=O)Nc2ccc(C(N)=O)cc2)S(=O)(=O)c2cccnc2)cc1	-12.0
COC(=O)COc1cc(-c2ccc(Cl)cc2)nc2ccc(NC(=O)c3ccc4c(c3)OCO4)cc12	-1.0
O=C(NC1CCC(Oc2ncccn2)CC1)C1CC(=O)N(C2CCOCC2)C1 (configuration not stated)	-6.0
CN(C)S(=O)(=O)c1ccc(C(=O)N2CC(c3nc(-c4cccc(C(F)(F)F)c4)no3)C2)cc1	-7.0

Retrieved by structure from the list above:
SMILES	SSB-PriA inh
COc1ccc(NC(N)=Nc2nc(CSc3nnc(C)s3)cc(=O)[nH]2)cc1	-18.2
COC(=O)Nc1nc(CC(=O)N2CCC(C(N)=O)CC2)cs1	-7.0
COc1ccc2[nH]c3c(=O)n(N=C[C@H]4C(C)C=C(C)CC4C)c(=O)[nH]c3c2c1 (some centres not stated)	-3.9

Going on with the list.
SMILES	SSB-PriA inh
CCCOc1cc(Nc2ccc(NS(=O)(=O)c3ccccc3F)cc2)nc(C)n1	-6.0
N#Cc1nccnc1OC1CCC(NC(=O)c2cc(=O)c3ccccc3o2)CC1 (configuration not stated)	-15.0
COc1ccc(OC)c(-c2csc(NC(=O)CCc3ccccc3)n2)c1	11.0
CC(=NNC(N)=S)C12CC3CC(CC(C3)C1)C2	15.2
COc1ccc(S(=O)(=O)NCc2nnnn2-c2ccc(Cl)cc2)cc1C	4.0
NCC1CCN(Cc2ccsc2)CC1	-5.0
O=C(c1cc2cccnc2n(Cc2ccccc2F)c1=O)N1CCN(c2ccccc2Cl)CC1	1.0
C/C(C=NNc1nc(N2CCOCC2)nc(N2CCOCC2)n1)=C/c1ccccc1	-0.1
O=C(CSc1ccc(F)cc1)N1CCCC(c2nnc(-c3ccsc3)o2)C1 (configuration not stated)	-25.0
O=C(Cc1csc(SCC(=O)c2ccc(F)cc2)n1)Nc1nc2ccccc2s1	6.0
COc1ccc(-c2csc(CN3CCN(C(C)=O)CC3)n2)cc1	19.0
COc1ccc(NC(=O)c2cccs2)cc1N1CCCCC1=O	-13.0
COc1ccccc1N1CCN(CCNC(=O)COc2ccc3ccccc3c2)CC1	-7.0&-1.0
COc1cccc(NC(=O)NC[C@](C)(O)c2cc3ccccc3s2)c1OC	-1.0
O=C(NN=Cc1c(O)n(CCC2=CCCCC2)c(=O)[nH]c1=O)c1ccccc1	-10.6
O=C1C(=C2CCCC2)Oc2ccc(O)cc21	5.0
O=C(NCC(c1cccs1)N1CCOCC1)C1CCC1 (configuration not stated)	-1.0
Cc1cc(C)n2nc(C(=O)NN=Cc3cccs3)nc2n1	-18.9
O=C(c1ccco1)N1CC[C@H](S(=O)(=O)Cc2ccco2)C1	-12.0
Cc1ccc(C(=O)N2CC[C@H](n3ccnn3)C2)s1	-4.0
CCOC(=O)N1CCN(c2nc3c(C(F)(F)F)cccc3s2)CC1	-9.0
COc1ccc(NS(=O)(=O)c2cccc(C(=O)NN=C(C)c3ccncc3)c2)cc1	17.2
O=S(=O)(NC[C@H](O)c1ccc2c(c1)CCO2)c1cccnc1	1.0
Cc1ccc(C)c(S(=O)(=O)n2cccn2)c1	-22.0&-5.0
COc1ccc(N2CCN(C(=O)c3ccc(-c4ccccc4)cc3)CC2)nn1	-24.0
CNC(=O)CN(C)C(=O)c1cc2c(=O)[nH]c(C)cn2n1	-2.0
COc1ccc(Br)cc1/C=C(\NC(=O)c1cc(OC)c(OC)c(OC)c1)C(=O)N1CC2CC(C1)c1cccc(=O)n1C2 (configuration not stated)	0.0
Cc1ccc2nc3sc(C(=O)Nc4cccnc4)cc3c(=O)n2c1	-17.0
O=C(CCN1C(=O)/C(=C/c2cccc(Cl)c2)SC1=S)NC(CO)Cc1ccccc1 (configuration not stated)	7.0
CCC(CC)C(=O)Nc1nnc(SCc2cc(=O)c(OC(=O)c3ccc(S(=O)(=O)N(CC)CC)cc3)co2)s1	12.0

Bioassay records from PubChem.
